Efflux pump inh – inhibitors of Candida efflux pumps in yeast, primary screen, S. cerevisiae, Nile Red, multiplex; S. cerevisiae Candida pump triplex; inhibition, % at 10 µM; 330,000 tested, 0.44% active;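 active = plate passing quality check with inhibition over a set limit, or well fluorescence over plate mean plus 4 SD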;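 note: Nile Red retained in pooled yeast measured as flow cytometry median fluorescence; 0% = buffer negative control and 100% = Enniatin B positive control; higher means more Nile Red kept so more efflux inhibition; some compounds called inactive have numbers as strong as hits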
GASC-1 inh – inhibitors of GASC-1 histone demethylase, primary screen, biochemical, fluorescence, DELFIA europium; 330,000 tested, 0.069% active; Lysine-specific demethylase 4C (Homo sapiens), Q9H3R0; inhibition, % at 2.35 µM; AID 2099, 2009; GST-JMJD2C(1-420) H3K9me3 demethylation;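 active = more than half of a compound's replicate wells show inhibition beyond 50%, single wells judged on their own value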;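 note: signal counts dimethyl H3K9 product captured on neutravidin plate; 0% = median of DMSO wells and 100% = 0.3 times that DMSO median; strong numbers were not always called active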
TPT1 inhibitor – Candida albicans TPT1 enzyme inhibitors, primary screen, biochemical, fluorescence polarization | tRNA 2'-phosphotransferase TPT1 (Candida albicans SC5314) | recombinant caTPT1, FP RNA substrate dephosphorylation | inhibition, % at 5 µM | 300,000 tested, 0.81% active | AID 1962, 2009;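 active = inhibition above the mean of all tested compounds plus 3 SD, set per screening campaign, cut at about 24% in these data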;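 note: plate controls were DMSO alone for no effect and ferristatin control at 100 nM for full effect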
procasp3 activ – activators of human procaspase-3 D3A mutant, primary screen, biochemical, absorbance, PC-3 D3A mutant, single concentration; Caspase-3 (Homo sapiens), P42574; recombinant procaspase-3 D3A, Ac-DEVD-pNA absorbance 405 nm; activation, % at 8.5 µM; 330,000 tested, 0.11% active; AID 463141, 2010;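 active = activation above the mean of all tested compounds plus 3 SD, cut at about 21% in these data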;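 note: 0% = DMSO alone and 100% = DMSO wells spiked with extra 5 µM PC-3 D3A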
Target sequence (P42574 whole entry D9A/D28A/D175A): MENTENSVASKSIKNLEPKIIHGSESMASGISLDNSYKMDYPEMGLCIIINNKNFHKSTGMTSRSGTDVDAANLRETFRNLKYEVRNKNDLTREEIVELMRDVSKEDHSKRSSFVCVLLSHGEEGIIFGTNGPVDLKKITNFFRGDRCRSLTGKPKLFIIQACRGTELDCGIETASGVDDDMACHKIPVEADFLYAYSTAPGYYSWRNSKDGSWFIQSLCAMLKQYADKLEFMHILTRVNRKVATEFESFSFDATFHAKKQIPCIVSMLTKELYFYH
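System: Procaspase-3 D3A mutant. Medium: Zinc-free 300 mM NaCl, 50 mM HEPES, 0.01% Triton X-100. Schedule: 1 h preincubation plus 2 h reaction at 25 °C. Measured by: 405 nm absorbance of p-nitroaniline, reads at 0 and 120 min. Read-out: percent activation relative to control range.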
proCasp7 act – procaspase-7 activators, primary screen, counter-screen for procaspase-3 activator project, biochemical, absorbance, HTS, human; Caspase-7 (Homo sapiens), P55210; recombinant procaspase-7, Ac-DEVD-pNA absorbance 405 nm; D23A/D198A/D206A triple mutant, cannot self-cleave; scale: DMSO 0, 5 µM enzyme 100; 330,000 tested, 0.093% active; AID 463210, 2010; activation, % at 8.5 µM;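 active = percent activation above the screen-wide mean plus 3 SD, cut at about 25% in these data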
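Assay system – Uncleavable procaspase-7 mutant enzyme · Quantity – 2 µM procaspase-7 mutant as dispensed · Times – 1 h preincubation, 2 h reaction · Dosing – single nominal 8.5 µM compound dose, 0.8% DMSO final · Buffer or medium – Zinc-free 50 mM HEPES buffer, pH 7.4, with NaCl and Triton X-100 · Detection – Epi-absorbance of released pNA at 405 nm, two timepoints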
CTSL1 counter – Fasciola hepatica cathepsin L1 inhibitors, primary screen, counter-screen for PFM18AAP inhibitor project, biochemical, QFRET, fluorogenic peptide substrate. recombinant F. hepatica cathepsin L1, Z-Leu-Arg-MCA fluorescence. inhibition, % at 5.96 µM. 300,000 tested, 0.49% active. AID 1906, 2009;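 active = inhibition above the mean of all tested compounds plus 3 SD, set per screening campaign, cut at about 17% in these data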;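 note: 0% = plate median of test compound wells and 100% = 1 µM Z-Phe-Ala-diazomethylketone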
core dimer inh – inhibitors of HCV core protein dimerization, primary screen, biochemical, TR-FRET, high-throughput; inhibition, % at 5 µM; AID 1899, 2009; 300,000 tested, 0.33% active; TR-FRET GST/Flag-core106 dimerization, 1536-well;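 active = inhibition above the mean of all tested compounds plus 3 SD, set per screening campaign, cut at about 45% in these data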
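Assay system: tagged HCV core106 pair (GST and Flag); medium: KF-containing HEPES buffer, pH 7.45, DTT, CHAPS, BSA; also added: Eu donor and XL665 acceptor anti-tag antibodies; dosing: 5 µM single dose; timing: compound-protein-antibody incubation 4 h at 22.5 °C; signal: TR-FRET 671 and 617 nm emission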
PP5 primary – PP5 phosphatase inhibitors, primary screen, biochemical, fluorescence. 320,000 tested, 0.18% active. inhibition, % at 6.7 µM. purified PP5c, OMFP substrate fluorescence;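 active = inhibition above the campaign's mean inhibition across all tested compounds plus 3 SD, cut at about 9.5% in these data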;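 note: 0% = DMSO only and 100% = 100 µM cantharidin control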
Target sequence (P53041 whole entry, looked up): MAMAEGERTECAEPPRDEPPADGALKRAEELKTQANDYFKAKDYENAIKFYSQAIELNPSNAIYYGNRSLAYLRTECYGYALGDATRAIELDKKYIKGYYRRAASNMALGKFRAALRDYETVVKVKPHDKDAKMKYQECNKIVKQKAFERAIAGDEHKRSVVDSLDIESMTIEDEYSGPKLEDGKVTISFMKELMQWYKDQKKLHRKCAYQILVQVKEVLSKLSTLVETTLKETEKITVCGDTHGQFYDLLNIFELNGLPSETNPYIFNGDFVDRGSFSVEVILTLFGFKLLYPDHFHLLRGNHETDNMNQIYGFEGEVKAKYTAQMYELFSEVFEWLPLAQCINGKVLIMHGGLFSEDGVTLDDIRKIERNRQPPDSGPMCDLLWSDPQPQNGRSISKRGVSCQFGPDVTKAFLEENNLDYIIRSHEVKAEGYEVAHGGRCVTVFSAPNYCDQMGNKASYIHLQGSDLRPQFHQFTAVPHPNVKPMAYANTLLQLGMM
PP1 inh – PP1-alpha phosphatase inhibitors, primary screen, counter-screen for PP5 inhibitor project, biochemical, fluorescence, OMFP substrate, single point; purified PP1alpha; inhibition, % at 6.7 µM; 320,000 tested, 0.9% active; AID 2235, 2010;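 active = inhibition above the mean inhibition of all tested compounds plus 3 SD, computed separately for each screening campaign, cut at about 15% in these data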
Numbers without * were called inactive; . = no result given.

SMILES	Efflux pump inh	GASC-1 inh	TPT1 inhibitor	procasp3 activ	proCasp7 act	CTSL1 counter	core dimer inh	PP5 primary	PP1 inh
CCS(=O)(=O)c1ccc(-c2cccc(NC(=O)COc3ccccc3)c2)nn1	-0.1	5	0	12	13	-3	5	-1.7	-6
CCCSc1nnc(-c2cnn(-c3ccccc3)c2-n2cccc2)n1C	-0.1	4	-4	-10	10	2	13	0.6	-3
CCc1cc2c(=O)n(CC)c(SC(C)C(=O)Nc3c(C)n(C)n(-c4ccccc4)c3=O)nc2s1 (configuration not stated)	-0.1	0	-3	9	0	-2	-5	1.9	-1
Clc1ccc2nc(CSc3ccccc3)cn2c1	0.0	-3	2	4	-5	-3	5	4.1	0
COc1cc(C(=O)N(C)CCOc2ccccc2)ccc1OCC(=O)Nc1cccc(C(F)(F)F)c1	-0.1	8	-4	2	8	4	-1	3.6	-3
CC(=O)c1ccc(N2CCN(C(=O)c3ccc(C(=O)c4ccccc4)cc3)CC2)cc1	0.1	.	.	4	4	.	.	2.1	-2
N=c1c(C(=O)NCC2CCCO2)cc2c(=O)n3ccccc3nc2n1Cc1ccco1 (configuration not stated)	0.2	-9	0	-6	-8	-1	5	0.8	1
CC(=O)Nc1ccc(S(=O)(=O)NCCSc2ccccn2)cc1	-0.1	27	-5	16	-5	-5	4	0.5	-4
CCOc1ccc(C(=O)NC(=S)Nc2cccnc2)cc1[N+](=O)[O-]	0.2	2	0	9	-3	2	-1	-0.1	-1
COC(=O)c1cc(S(=O)(=O)N(C)C2CCCCC2)c[nH]1	-0.2	2	2	-1	-5	-8	6	-0.5	-1
CCOC(=O)N1CCN(C(=O)c2cc(OCC)c(OCC)c(OCC)c2)CC1	0.0	10	2	2	3	5	6	1.0	-2
Cc1nn(-c2ccccc2Cl)c(Cl)c1/C=N/Nc1nc2ccccc2s1	-0.2	-2	-1	-6	-2	1	3	-0.6	-5
Cc1cc(C)cc(N2CCCn3c2nc2c3c(=O)n(CC(=O)OCc3ccccc3)c(=O)n2C)c1	0.0	-2	1	0	6	0	7	0.2	-1
Cc1cccc(Cc2nnc(CCC(=O)N(C)Cc3ccncc3C)o2)c1	0.1	17	0	-2	7	0	-3	-1.3	-4
O=C(COC(=O)c1ccc2c(c1)OCCO2)NCc1ccccc1Cl	0.4	11	.	6	4	.	.	.	.
CCc1noc(C)c1C(=O)N1CCCC(C(=O)c2ccc(OC)c(F)c2)C1 (configuration not stated)	0.0	1	-2	-6	3	-2	-1	1.9	1
O=C(NCCSCc1ccccc1)c1cc(S(=O)(=O)N2CCOCC2)ccc1F	0.0	2	5	-1	9	6	-1	-0.1	-5
CCSc1nnc(NC(=O)CSc2nc3c(c(=O)n2C)SC(C)C3)s1 (configuration not stated)	0.0	4	-3	3	7	4	4	2.1	-2
Cc1cc(C)nc(NC2=NCC(=O)N2c2cccc(Cl)c2)n1	-0.2	11	2	1	-2	2	-1	1.6	-2
CCSc1nc2c(c(=O)[nH]1)C(c1ccc(C)cc1)C1=C(CCCC1=O)N2 (configuration not stated)	0.2	29	-5	-3	-8	-4	-3	-1.3	0
Cc1ccc2c(c1)sc1nc(=O)n(-c3cccc(Cl)c3)c(=O)n12	-0.3	-4	4	-8	3	0	-1	-1.2	4
S=C(NC1CCCC1)N1CCN(c2ncccn2)CC1	0.2	1	1	-1	2	-3	-5	1.2	-5
CN1CCN(c2ccccc2NC(=O)c2ccc(F)cc2)CC1	-0.3	3	-5	4	2	-1	-7	3.3	-1
Cc1ccc(-c2c(C)sc(=NC(=O)c3ccco3)n2C)cc1	-0.1	3	-2	20	-3	0	3	4.5	2
CC(=O)N1CCc2c(sc(NC(=O)Cc3ccccc3)c2C#N)C1	0.1	5	-4	2	3	0	3	1.1	-1
CC(NC(=O)COC(=O)c1ccc(Cl)cc1O)c1ccc(F)cc1 (configuration not stated)	0.1	-1	3	-7	4	1	3	1.1	-8
CCC1CCCCN1C(=O)c1c(-c2ccccc2)noc1C (configuration not stated)	0.3	-7	3	-5	-13	-3	0	3.4	-10
O=C(NN1C(=O)C2C3C=CC(C4CC34)C2C1=O)c1ccc(Cl)c(Cl)c1 (configuration not stated)	-0.1	4	-1	0	6	0	0	-1.3	4
Cc1ccc(/C=C/C(=O)O)cc1S(=O)(=O)N1CCCc2ccccc21	0.1	-7	2	-5	3	1	4	0.3	-2
Cc1cccc(OCC(=O)NCCNC(=O)c2cnccn2)c1	0.1	2	2	-2	3	-3	-6	3.3	-1
O=C(COC(=O)c1c2c(nc3ccccc13)/C(=C/c1cccc([N+](=O)[O-])c1)CCC2)NC1CCS(=O)(=O)C1 (configuration not stated)	0.0	-18	0	0	0	4	-10	2.2	0
O=C(C1=C[C@@H](c2ccccc2)C[C@@H](OCc2ccc(CO)cc2)O1)N1CCN(Cc2ccc3c(c2)OCO3)CC1	0.0	-3	1	-2	0	1	-1	3.3	3
C/C(=N\Nc1cc(C(F)(F)F)ccc1Cl)c1ccncc1	-0.2	9	0	-2	-5	1	0	5.9	9
CCn1c(SCc2cc(=O)[nH]c3ccccc23)nnc1C1CC1	-0.1	9	-4	0	-1	-8	-6	1.0	-1
CCCCCN(C(=O)CCC(=O)OCCOc1cccc(C)c1)c1c(N)n(CCCC)c(=O)[nH]c1=O	-0.1	-5	-3	15	9	2	2	0.3	-6
COc1ccc(N(Cc2cc(=O)[nH]c3ccccc23)C(=O)C(C)C)cc1	-0.3	1	-6	7	-1	-7	3	0.5	0
O=C(c1ccccc1Cl)N1CCC(N2CCC(C(=O)N3CCCC3)CC2)CC1	-0.1	-23	3	4	7	-1	5	2.1	-3
Cc1ccc(Nc2nc(N)c([N+](=O)[O-])c(N3CCCC(C)C3)n2)cc1C (configuration not stated)	-0.2	-2	0	6	-3	1	8	2.4	-3
CC(NC(=O)C1CCCN(S(=O)(=O)N2CCOCC2)C1)c1ccccc1 (configuration not stated)	-0.5	19	2	-2	-10	-1	-5	2.6	-4
CN(C)CCCN(C(=O)c1ccc(C(=O)c2ccccc2)cc1)c1nc2cc3c(cc2s1)OCO3	-0.1	-9	-4	-1	-3	-1	-29	3.3	5
O=C(NC1(O)C(=O)c2ccccc2C1=O)c1ccc(C(F)(F)F)cc1	-0.1	-13	-2	-10	-9	57*	-22	18*	6
COC(=O)CCCC(=O)N1CCCC(CNS(=O)(=O)c2ccc(OC)cc2)C1 (configuration not stated)	-0.1	-3	-1	1	14	1	0	1.0	-2
Cc1ccc(Nc2nc(N)nc(CC#N)n2)cc1	0.0	6	1	0	7	3	1	1.0	-3
CCOC(=O)c1c(N2C(=O)CC(Sc3ccccc3C(=O)O)C2=O)sc2c1CCCC2 (configuration not stated)	0.0	-149	0	-23	-28	3	7	-0.4	1
CC(/C=N/NC(=O)c1cc(-c2ccc(Cl)cc2)nc2ccccc12)=C\c1ccco1	0.3	-6	6	5	-8	5	88*	6.2	11
CC1CCc2c(sc3ncn(CC(=O)N=Nc4c(O)[nH]c5ccccc45)c(=O)c23)C1 (configuration not stated)	0.1	-5	5	0	1	0	15	0.8	-2
CS(=O)(=O)c1ccc(NC(=O)C2CCCN(C(=O)c3ccc(Cl)cc3)C2)cc1 (configuration not stated)	-0.1	7	.	8	2	.	.	2.0	-1
Cc1ccc(S(=O)(=O)N2[C@@H](c3cccc(Cl)c3)C(C(=O)O)=CC[C@H]2c2cccc(Cl)c2)cc1	0.0	11	0	6	8	1	17	3.5	5
O=C(NN1C(=O)CSC1=S)c1cccnc1	-0.1	2	0	-7	-6	3	-1	-1.6	-2
COC(=O)[C@]1(Cc2ccccc2)N[C@H](CN(C)C(=O)Nc2ccc(F)cc2)[C@@H]2C(=O)N(Cc3ccccc3)C(=O)[C@@H]21	-0.1	6	.	-2	1	.	.	.	.
CC(C)(C)c1ccc(C(=O)OCCNC(=O)c2c(Cl)nc3ccccn23)cc1	0.1	1	2	-3	2	2	8	2.9	-1
Cc1ccc(NC(=O)C2CCCN(S(=O)(=O)c3ccc4[nH]c(=O)ccc4c3)C2)cc1C (configuration not stated)	0.0	19	-5	1	-5	2	4	-1.5	-1

Structural class, the entries above with fluorine
SMILES	Efflux pump inh	GASC-1 inh	TPT1 inhibitor	procasp3 activ	proCasp7 act	CTSL1 counter	core dimer inh	PP5 primary	PP1 inh
COc1cc(C(=O)N(C)CCOc2ccccc2)ccc1OCC(=O)Nc1cccc(C(F)(F)F)c1	-0.1	8	-4	2	8	4	-1	3.6	-3
CCc1noc(C)c1C(=O)N1CCCC(C(=O)c2ccc(OC)c(F)c2)C1 (configuration not stated)	0.0	1	-2	-6	3	-2	-1	1.9	1
O=C(NCCSCc1ccccc1)c1cc(S(=O)(=O)N2CCOCC2)ccc1F	0.0	2	5	-1	9	6	-1	-0.1	-5
CN1CCN(c2ccccc2NC(=O)c2ccc(F)cc2)CC1	-0.3	3	-5	4	2	-1	-7	3.3	-1
CC(NC(=O)COC(=O)c1ccc(Cl)cc1O)c1ccc(F)cc1 (configuration not stated)	0.1	-1	3	-7	4	1	3	1.1	-8
C/C(=N\Nc1cc(C(F)(F)F)ccc1Cl)c1ccncc1	-0.2	9	0	-2	-5	1	0	5.9	9
O=C(NC1(O)C(=O)c2ccccc2C1=O)c1ccc(C(F)(F)F)cc1	-0.1	-13	-2	-10	-9	57*	-22	18*	6
COC(=O)[C@]1(Cc2ccccc2)N[C@H](CN(C)C(=O)Nc2ccc(F)cc2)[C@@H]2C(=O)N(Cc3ccccc3)C(=O)[C@@H]21	-0.1	6	.	-2	1	.	.	.	.
